# NALP3 yeast inh = NALP3 inhibition in yeast. Yeast reconstituted NLRP3/ASC/caspase-1, beta-gal luminescence, 24 h. inhibition, % at 10 µM. actives 0.39% (n = 330,000);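 active means inhibition of 50% or more; inactive means inhibition below 50%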;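 further: plate controls were induced DMSO wells for no effect and uninduced yeast grown without galactose for full effect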
# UPR XBP1 act = activators of adaptive arm of unfolded protein response (XBP1). CHO-XBP1 luciferase reporter, IRE1-XBP1 UPR activation, luminescence; percent of tunicamycin response, DMSO as zero. activation, % at 20 µM. actives 0.33% (n = 330,000);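 active means versus positive control, 20 µM dose yields 30% or more activation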;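 further: 100% = tunicamycin at 10 µg/mL and 0% = DMSO only wells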
#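 Material – CHO cell line with stable XBP1 luciferase reporter · Buffer or medium – F12 plus 10% FBS · Compound – single point, 20 µM final compound, 1% DMSO · Schedule – 16-18 h cell attachment at 37 °C, then 6 h compound exposure · Signal – Steady-Glo luminescence read · Benchmarks – high control tunicamycin 10 µg/mL final, low control DMSO vehicle only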
# UPR CHOP act = apoptotic UPR (CHOP) activation; actives 0.34% (n = 330,000); CHO-CHOP luciferase reporter, luminescence; percent of tunicamycin response over DMSO baseline; AID 449763; activation, % at 10 µM;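 active means at 10 µM dose, activation of 40% or more, normalized to positive control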;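 further: 100% = tunicamycin at 10 µg/mL and 0% = DMSO alone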
#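 Evaluation: % reporter activation, DMSO baseline versus tunicamycin full activation; System: CHO-CHOP luciferase reporter cell line; Input: 500 cells/well; Incubation: 6 h compound treatment, 37 °C; Measured by: Steady-Glo luciferase luminescence; Dosing: one dose, 10 µM in 0.5% DMSO; Buffer or medium: F12 medium, 10% FBS; Benchmarks: positive tunicamycin 10 µg/mL, negative DMSO alone.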
# Mdm2 MdmX PPI = inhibitors of human Mdm2/MdmX interaction. O15151+Q00987. AID 485346. actives 3% (n = 330,000). inhibition, % at 8 µM. SaOS-2 split-luciferase Mdm2/MdmX complementation, luminescence;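 active means inhibition of at least 50% at 8 µM in the primary screen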
# Target sequence (O15151 whole entry, looked up): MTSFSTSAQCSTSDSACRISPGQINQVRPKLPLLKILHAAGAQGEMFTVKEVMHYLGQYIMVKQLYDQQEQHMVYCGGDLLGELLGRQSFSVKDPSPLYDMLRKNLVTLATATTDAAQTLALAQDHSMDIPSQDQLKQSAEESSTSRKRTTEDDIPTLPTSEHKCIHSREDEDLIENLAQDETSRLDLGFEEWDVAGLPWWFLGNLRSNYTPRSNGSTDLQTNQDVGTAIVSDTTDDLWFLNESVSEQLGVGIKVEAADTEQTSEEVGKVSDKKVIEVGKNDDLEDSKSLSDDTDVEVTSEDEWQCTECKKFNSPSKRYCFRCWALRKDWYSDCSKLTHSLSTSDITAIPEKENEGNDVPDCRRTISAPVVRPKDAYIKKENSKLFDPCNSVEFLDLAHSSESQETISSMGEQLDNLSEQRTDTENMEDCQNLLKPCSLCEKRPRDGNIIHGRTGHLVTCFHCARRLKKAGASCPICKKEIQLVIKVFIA
# Target sequence (Q00987 whole entry, looked up): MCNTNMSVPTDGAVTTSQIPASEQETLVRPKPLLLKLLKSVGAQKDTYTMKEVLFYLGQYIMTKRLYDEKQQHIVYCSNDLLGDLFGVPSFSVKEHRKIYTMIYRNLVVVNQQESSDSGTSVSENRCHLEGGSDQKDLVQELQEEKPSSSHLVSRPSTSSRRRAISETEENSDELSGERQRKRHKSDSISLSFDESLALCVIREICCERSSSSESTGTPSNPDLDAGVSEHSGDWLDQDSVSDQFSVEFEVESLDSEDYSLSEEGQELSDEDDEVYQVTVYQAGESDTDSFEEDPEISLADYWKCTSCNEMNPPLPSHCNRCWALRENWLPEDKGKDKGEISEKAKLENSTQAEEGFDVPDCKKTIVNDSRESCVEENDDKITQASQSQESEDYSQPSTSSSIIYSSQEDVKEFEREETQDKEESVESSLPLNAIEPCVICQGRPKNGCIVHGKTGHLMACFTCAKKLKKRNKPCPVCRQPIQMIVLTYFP
# tim23-1 inh = growth inhibitors of tim23-1 mutant yeast. S. cerevisiae tim23-1 growth, BacTiter-Glo luminescence, 24 h. inhibition, % at 20 µM. actives 1.3% (n = 330,000). AID 463212;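 active means growth inhibition of the mutant yeast at or above 50%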;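 further: temperature-sensitive mutant grown at 25 °C; plate controls were DMSO-treated mutant yeast for no effect and medium wells lacking yeast for full effect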
# NR3A LBD binder = NR3A (human) ligand-binding domain modulation | NR3A LBD differential scanning fluorimetry, Tm shift; 0% = protein alone, 100% = glycine-bound protein | Tm shift relative to glycine control, % at 25 µM | actives 2.5% (n = 340,000) | AID 1259313;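 active means melting temperature shift of at least 10% of the positive control shift, at one fixed dose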
# tim10-1 inh = tim10-1 yeast growth inhibition. S. cerevisiae tim10-1 ts strain growth, BacTiter-Glo, 24 h. inhibition, % at 20 µM. actives 2.2% (n = 330,000);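 active means inhibition of at least 40%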;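 further: mutant grown at 25 °C; 0% = DMSO wells with yeast and 100% = wells holding no yeast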
# TIM10 inh = TIM10 yeast growth inhibition | S. cerevisiae TIM10 strain growth, BacTiter-Glo luminescence, 24 h | inhibition, % at 10 µM | actives 1.4% (n = 330,000) | AID 463195;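 active means inhibition of 40% or more at the single tested concentration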;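 further: wild-type TIM10 isogenic control strain grown at permissive 25 °C; 0% = DMSO yeast wells and 100% = minimal medium wells without yeast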
# APJ agonist = activates the human apelin receptor APJ; CHO-K1 APJ PathHunter beta-arrestin, luminescence; 0% DMSO wells, 100% apelin; activation, % at 20 µM; actives 0.11% (n = 330,000); AID 2520;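 active means activation more than six SD over the plate average, tested at 20 µM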;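 further: 0% = DMSO alone and 100% = apelin-13 at 10 nM; some results filed as inactive read as strong as hits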
#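 Assay system: CHO-K1 cells stably expressing ProLink-tagged human APJ and arrestin–beta-gal acceptor. Compound dosing: 20 µM single point, 1% DMSO. Times: 16-18 h seeding, 90 min dark compound exposure, 60 min detection. Detection: beta-gal luminescence. Evaluation: APJ–arrestin association signal. Controls: negative DMSO alone, positive Apelin-13 at 10 nM.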
# * marks the source's active call; other numbers are inactive results; . = not tested or not shown.
Structure,NALP3 yeast inh,UPR XBP1 act,UPR CHOP act,Mdm2 MdmX PPI,tim23-1 inh,NR3A LBD binder,tim10-1 inh,TIM10 inh,APJ agonist
Oc1ccccc1N1CCN(CC(O)COC2CCCc3ccccc32)CC1 (stereo not drawn),23,-2,-2.3,33,9,0,-17,10,-4
Cc1nnc(SCSc2nnc(C)s2)s1,9,-2,-2.6,13,6,0,9,6,-1
COc1c2ccoc2c(OC[C@@H](O)C(C)(C)O)c2oc(=O)ccc12,18,-2,2.7,14,8,2,-17,11,1
O=C(O)CCCCCNC(=O)CCn1cnc2ccccc2c1=O,14,1,-1.7,13,2,1,8,-4,-5
Cc1ccc(-c2cc(C(=O)Nc3cccnc3)[nH]n2)c(O)c1C,7,3,4.4,-15,-7,28*,-21,4,-1
COCCCNC(=O)CN(c1cc(Cl)cc(Cl)c1)S(C)(=O)=O,-9,1,1.2,17,17,1,13,-10,-5
COC(=O)c1cn(Cc2ccccc2C)nn1,-2,-1,4.0,23,7,-13,7,-5,3
Cc1cc(C(=O)Nc2nc3c(s2)CCCC3)no1,7,-4,-3.1,-43,4,-3,21,2,-2
Cn1cnnc1SCC(=O)Nc1sccc1C#N,-3,-1,-1.3,-7,17,-2,17,6,3
Cc1cc(C)c([N+](=O)[O-])cc1NC(=O)CCS(=O)(=O)c1ccccc1,3,1,1.0,22,-5,0,-4,-29,-2
CC(Sc1nc(N)c2c3c(sc2n1)CSC(C)(C)C3)C(=O)Nc1ccccc1 (stereo not drawn),8,1,-0.6,15,39,10,36,47*,2
Cc1cc(NC(=O)NC(=O)c2cccc(OC(F)(F)C(F)F)c2)n[nH]1,5,0,5.0,-22,7,-1,7,14,-3
CCn1cc(C(=O)NCCC(C)C)c(=O)c2cc(F)c(N3CCN(C)CC3)cc21,9,-2,1.1,27,6,-1,9,5,0
Cc1ccc(SCC(=O)NC(=O)NCc2ccccc2)c(C)c1,4,0,-0.6,-1,15,0,20,23,-1
Cc1cccc(NC(=S)NNC(=O)c2ccccc2Br)c1,4,1,3.3,-48,-8,-3,17,22,-6
O=C(C1CCCO1)N1CCN(S(=O)(=O)c2ccc(F)cc2)CC1 (stereo not drawn),12,-3,-0.2,11,5,-1,-8,3,-4
Cc1ccc(CNC(=O)c2ccc3c(c2)S(=O)(=O)c2ccccc2C3=O)o1,22,5,-0.7,9,4,-15,-6,3,12
COc1ccc(C(=O)CCc2ccc(OC)c(OC)c2)cc1,33,-3,2.0,5,5,0,11,15,-4
Cc1cc(/C=C(\C#N)c2nc3ccccc3[nH]2)c(C)n1C,-6,3,7.6,-15,15,-13,-1,25,-4
COc1ccc(NC(=O)C2CCN(C(=O)Cc3ccccc3)CC2)c(OC)c1,13,0,-1.4,-32,6,2,-8,-19,-1
Nc1nc(NC(=O)C(Cl)(Cl)Cl)nn1-c1ccccc1,13,0,0.9,-13,9,-3,20,-1,-1
Cc1ccc(/C=C(\C#N)C(=O)NCC2CCCO2)o1 (stereo not drawn),13,0,-0.7,11,14,3,7,9,0
COc1ccc2oc(=O)c(C(=O)Oc3ccc(NC(C)=O)cc3)cc2c1,1,-2,0.8,14,-4,1,-13,-8,2
COC(=O)C1=COC(OC2OC(CO)C(O)C(O)C2O)C2C1C=CC2(O)CO (stereo not drawn),4,-2,-0.6,2,-5,1,8,-8,-1
Cc1oc(-c2ccccc2F)nc1CSCC(=O)NC1CC1,13,-5,4.6,13,-2,0,3,1,-2
Cc1cccc(C)c1Nc1nnc(SCC(=O)c2ccc3c(c2)NC(=O)CO3)s1,3,-1,1.7,-17,5,4,5,3,1
Cc1ccc(N2C(=O)C3C4C=CC(CC4)C3C2=O)cc1Br (stereo not drawn),2,-1,1.0,27,-7,4,7,0,-3
COc1cc(/C=C/C(=O)OCC(=O)N(C)CC(=O)Nc2ccc(F)cc2)ccc1OC(F)F,4,0,-0.8,4,13,0,0,9,-3
CCOC(=O)c1c(C)[nH]c(C)c1C(=O)COC(=O)CCOc1ccccc1OC,28,-3,-1.7,12,9,4,25,15,0
COc1ccccc1N(C1=NCCCS1)S(=O)(=O)c1ccc(C(C)(C)C)cc1,-3,2,-0.2,-4,37,-1,31,16,-3
COc1cccc(CN2CCC(C(=O)N3CCN(Cc4ccc5c(c4)OCO5)CC3)CC2)c1,8,-2,-0.4,14,5,13*,5,-1,-4
COCc1cc(N2CCOCC2)nc(-c2ccccc2)n1,30,2,-1.6,-4,15,-1,1,-5,-4
CCCCC(NC(=O)CCc1c(C)c2cc3c4c(oc3c(C)c2oc1=O)CCCC4)C(=O)O (stereo not drawn),1,-6,-3.4,-10,17,-5,20,7,-3
Cc1cc(Nc2ccccc2O)c2ccccc2n1,8,-2,0.1,-8,-6,2,10,3,1
Cc1cc(C)cc(N(C(=O)c2ccccn2)C(C(=O)NC2CCCCC2)c2cccs2)c1 (stereo not drawn),4,0,-1.8,18,24,-1,17,9,-1
Cc1cc(N/N=C/c2ccccc2)nc(N2CCOCC2)n1,35,3,3.2,6,17,0,2,9,-1
Cc1csc(N2CCCC2=O)n1,2,-2,1.0,7,16,-2,-13,-8,1
Cc1cc(C)c(C)c(S(=O)(=O)Nc2ccc3cn[nH]c3c2)c1C,9,-2,-0.9,20,17,3,8,5,1
Cc1c(C(=O)Nc2c(F)cc(F)cc2Br)sc2ncn(CC(=O)N3CCCC3)c(=O)c12,-5,0,-2.1,20,-15,-4,6,-9,-4
CC(=O)Nc1ccc(NS(=O)(=O)c2ccc(C)cc2)cc1[N+](=O)[O-],10,-2,-1.2,-3,-3,2,0,-4,-1
CC(SCC(=O)NC(C)C1CC2CCC1C2)C(=O)O (stereo not drawn),4,1,-1.3,15,8,3,8,-7,0
COc1ccc(C2=NO[C@@H]3C(=O)N(c4c(C)cccc4C)C(=O)[C@H]23)cc1OC,3,-2,-1.8,-13,2,-3,24,1,4
Cc1ccc2[nH]c(O)c(N=NC(=O)C3CC3c3ccccc3)c2c1Br (stereo not drawn),8,-1,2.8,45,11,5,10,10,-4
Cc1ccccc1CN1CCN(C(C)C(=O)NNC(=O)c2ccc(F)cc2)CC1 (stereo not drawn),11,-3,3.9,-4,-5,-2,-12,3,-2
CC(C)(C)CC(=O)Nc1ccc(-c2nnc3n2CCCCC3)cc1,27,0,3.6,-7,10,0,-3,5,-5
CCn1c(/C(C#N)=N/O)nc2ccccc21,11,-4,-0.1,-14,-5,0,6,0,-4
COc1ccc(OC)c(NC(=O)COC(=O)CCS(=O)(=O)c2ccc(Cl)cc2)c1,-16,-2,0.0,24,5,4,0,0,-3
FC(F)(F)c1ccccc1Nc1nccs1,10,-3,1.2,13,-5,-3,-11,2,1

# In another format: entries from further up.
> COc1ccc(OC)c(NC(=O)COC(=O)CCS(=O)(=O)c2ccc(Cl)cc2)c1
  NALP3 yeast inh: -16 | UPR XBP1 act: -2 | UPR CHOP act: 0.0 | Mdm2 MdmX PPI: 24 | tim23-1 inh: 5 | NR3A LBD binder: 4 | tim10-1 inh: 0 | TIM10 inh: 0 | APJ agonist: -3

> CC(SCC(=O)NC(C)C1CC2CCC1C2)C(=O)O (stereo not drawn)
  NALP3 yeast inh: 4 | UPR XBP1 act: 1 | UPR CHOP act: -1.3 | Mdm2 MdmX PPI: 15 | tim23-1 inh: 8 | NR3A LBD binder: 3 | tim10-1 inh: 8 | TIM10 inh: -7 | APJ agonist: 0

> Cc1ccc2[nH]c(O)c(N=NC(=O)C3CC3c3ccccc3)c2c1Br (stereo not drawn)
  NALP3 yeast inh: 8 | UPR XBP1 act: -1 | UPR CHOP act: 2.8 | Mdm2 MdmX PPI: 45 | tim23-1 inh: 11 | NR3A LBD binder: 5 | tim10-1 inh: 10 | TIM10 inh: 10 | APJ agonist: -4

> CC(C)(C)CC(=O)Nc1ccc(-c2nnc3n2CCCCC3)cc1
  NALP3 yeast inh: 27 | UPR XBP1 act: 0 | UPR CHOP act: 3.6 | Mdm2 MdmX PPI: -7 | tim23-1 inh: 10 | NR3A LBD binder: 0 | tim10-1 inh: -3 | TIM10 inh: 5 | APJ agonist: -5

# The list continues:
Structure,NALP3 yeast inh,UPR XBP1 act,UPR CHOP act,Mdm2 MdmX PPI,tim23-1 inh,NR3A LBD binder,tim10-1 inh,TIM10 inh,APJ agonist
O=C(Nc1ccc(Cl)cc1F)c1cccc2ccccc12,20,2,0.8,18,8,0,7,-1,-3
C/C(=N\N=C(/N)SC1CC(=O)N(c2cccc(Cl)c2)C1=O)c1cccs1 (stereo not drawn),1,-3,0.0,6,17,.,15,27,-1
CC1=C([N+](=O)[O-])C(c2ccc3c(c2)OCO3)N(C)C(=O)N1C (stereo not drawn),7,0,-1.3,10,-6,0,-1,7,-2
O=C(CN(Cc1ccco1)C(=O)CNS(=O)(=O)c1ccc(F)cc1)NCc1ccco1,2,-2,3.1,18,4,1,-12,14,-2
CCOc1ccc2c(c1)OC(c1ccccc1)(C(F)(F)F)NC2=O (stereo not drawn),0,2,1.5,9,-6,-1,-22,2,-4
COc1ccc(S(=O)(=O)NC(C)C(=O)N2CCCC2)cc1Cl (stereo not drawn),1,2,0.9,-4,2,0,2,-3,-2
O=C(Nc1ncccc1O)C1CCN(S(=O)(=O)c2ccc3ccccc3c2)CC1,6,2,-1.3,2,27,0,28,5,2
COc1cc(Cl)cc(C(=O)O)c1OCC(=O)O,0,0,0.0,-6,6,0,16,-10,0
Cc1ccc(CC(CC(=O)O)C(=O)NC2CCCCC2)cc1 (stereo not drawn),13,-3,-1.4,6,15,-1,1,-2,-3

# Ordered by length of the SMILES (largest number first): some entries from above
Structure,NALP3 yeast inh,UPR XBP1 act,UPR CHOP act,Mdm2 MdmX PPI,tim23-1 inh,NR3A LBD binder,tim10-1 inh,TIM10 inh,APJ agonist
C/C(=N\N=C(/N)SC1CC(=O)N(c2cccc(Cl)c2)C1=O)c1cccs1 (stereo not drawn),1,-3,0.0,6,17,.,15,27,-1
O=C(Nc1ncccc1O)C1CCN(S(=O)(=O)c2ccc3ccccc3c2)CC1,6,2,-1.3,2,27,0,28,5,2
CCOc1ccc2c(c1)OC(c1ccccc1)(C(F)(F)F)NC2=O (stereo not drawn),0,2,1.5,9,-6,-1,-22,2,-4
O=C(Nc1ccc(Cl)cc1F)c1cccc2ccccc12,20,2,0.8,18,8,0,7,-1,-3
COc1cc(Cl)cc(C(=O)O)c1OCC(=O)O,0,0,0.0,-6,6,0,16,-10,0

# Bioassay records (PubChem BioAssay)
